Screening results: PubChem BioAssay, National Center for Advancing Translational Sciences (NCATS)
Nrf2 ARE act: qHTS of Nrf2 Activators | AREc32 ARE-luciferase reporter (MCF7-derived line), luminescence, 24 h | Potency, µM (titrated, usually from 46.1 µM), without a hit: at the top dose activation, hits mostly activators | 410,000 tested, 0.31% active | AID 624171, 2012; also: % of control where 0% means no effect; nearly all actives have a fitted effect of over 65% in size
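Cells of the AREc32 ARE-luciferase line are plated in OPTI-MEM containing 5% FBS and left overnight at 37 deg C. Compounds are pinned in, incubation continues 24 hr, and firefly luciferase signal is then measured.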
MCF10A rerep: A quantitative high throughput screen for small molecules that induce DNA re-replication in MCF 10a normal breast cells; MCF 10A DNA re-replication, Hoechst nuclear intensity, 48 h; 350,000 tested, 2.9% active; Potency, µM (top dose mostly 46.1 µM), without a hit: at the top dose activity, positive = re-replication, usual class: activators; also: % of control where 0% means no effect; nearly all actives have a fitted effect of over 50% in size
ATXN2 expr inh: Primary qHTS for Inhibitors of ATXN expression; 360,000 tested, 0.72% active; Potency, µM (series often up to 57 µM), inactives show top-dose activity change, negative = inhibition, most hits filed as inhibitors; HEK-293 ATXN2-luciferase reporter, luminescence, 24 h; also: % is scaled to controls: 0 for no effect and ±100 for the full control effect; nearly all actives have a fitted effect of over 55% in size
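ATXN2-luciferase reporter cells (luciferase flanked by upstream and downstream ATXN2 gene portions) were treated 24 h at 37 °C with compounds at up to 57 uM. SteadyGlo luminescence gave expression; GF-AFC fluorescence gave viability.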
A549 viability: Nrf2 qHTS screen for inhibitors: counterscreen for cytotoxicity; A549 ARE-Fluc cells, CellTiter-Fluor viability, 18-24 h; Potency, µM (series often up to 46 µM), for inactives: at the highest dose activity change, negative = cytotoxicity, actives largely listed as inhibitors; 390,000 tested, 0.16% active; also: % is scaled to controls: 0 for no effect and ±100 for the full control effect
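A549 ARE-Fluc cells in 5% FBS OPTI-MEM, 5000 cells/well, rested 2 h then exposed to compounds in concentration-response for 18-24 h at 37 °C. Viability by CellTiter-Fluor fluorescence (Ex 405/Em 525) after 30 min; luciferase luminescence (BugLite, 15 min, RT) read afterwards.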
HepG2 tox: qHTS for Inhibitors of TGF-b: Cytotox Counterscreen; HepG2 CAGA-GFP viability, ATP luminescence, 18 h; Potency, µM (highest dose often 46.1 µM), for the others: at the top dose activity change, negative = cytotoxicity, hits mostly cytotoxic; 410,000 tested, 0.76% active; also: some results filed as inactive show a strong effect at the top dose
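HepG2 CAGA-GFP cells (1000/well, DMEM with 1% FBS) received compound, then TGF-beta at 500 pg/mL final, and were incubated 18 hours at 37 degrees C. Viability was read by CellTiter-Glo luminescence. Media-only wells were set as complete cell-killing and DMSO as no toxicity.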
TGFb SMAD3 inh: qHTS for Inhibitors of TGF-b; AID 588855, 2011; HepG2 CAGA-GFP TGF-b/SMAD3 reporter, GFP fluorescence, 18 h; TGF-beta stimulated, 500 pg/mL final; 410,000 tested, 1.2% active; Potency, µM (highest dose often 46.1 µM), inactives show top-dose activity, negative = inhibition, most hits filed as inhibitors; also: % is scaled to controls: 0 for no effect and ±100 for the full control effect; nearly all actives have a fitted effect of over 65% in size
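First, reporter cells (HEPG2 CAGA-GFP) rested 2 h at 37 degrees C. Next, compounds were pinned in and TGF-beta added to 500 pg/mL final. After 18 h, GFP was imaged per cell and summed per well.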
EPAC2 antagonist: qHTS for Antagonist of cAMP-regulated guanine nucleotide exchange factor 2 (EPAC2): primary screen; Rap guanine nucleotide exchange factor 4 (Homo sapiens), Q8WZA2; EPAC2 GEF exchange of Rap1B-BODIPY-GDP, fluorescence; Potency, µM (titrated, usually from 114 µM), inactives show at the top dose activity, negative = inhibition, most hits filed as inhibitors; 360,000 tested, 0.18% active; also: % is scaled to controls: 0 for no effect and ±100 for the full control effect; nearly all actives have a fitted effect of over 45% in size; many of its hits are not listed in these tables
Target sequence (Q8WZA2 whole entry, looked up): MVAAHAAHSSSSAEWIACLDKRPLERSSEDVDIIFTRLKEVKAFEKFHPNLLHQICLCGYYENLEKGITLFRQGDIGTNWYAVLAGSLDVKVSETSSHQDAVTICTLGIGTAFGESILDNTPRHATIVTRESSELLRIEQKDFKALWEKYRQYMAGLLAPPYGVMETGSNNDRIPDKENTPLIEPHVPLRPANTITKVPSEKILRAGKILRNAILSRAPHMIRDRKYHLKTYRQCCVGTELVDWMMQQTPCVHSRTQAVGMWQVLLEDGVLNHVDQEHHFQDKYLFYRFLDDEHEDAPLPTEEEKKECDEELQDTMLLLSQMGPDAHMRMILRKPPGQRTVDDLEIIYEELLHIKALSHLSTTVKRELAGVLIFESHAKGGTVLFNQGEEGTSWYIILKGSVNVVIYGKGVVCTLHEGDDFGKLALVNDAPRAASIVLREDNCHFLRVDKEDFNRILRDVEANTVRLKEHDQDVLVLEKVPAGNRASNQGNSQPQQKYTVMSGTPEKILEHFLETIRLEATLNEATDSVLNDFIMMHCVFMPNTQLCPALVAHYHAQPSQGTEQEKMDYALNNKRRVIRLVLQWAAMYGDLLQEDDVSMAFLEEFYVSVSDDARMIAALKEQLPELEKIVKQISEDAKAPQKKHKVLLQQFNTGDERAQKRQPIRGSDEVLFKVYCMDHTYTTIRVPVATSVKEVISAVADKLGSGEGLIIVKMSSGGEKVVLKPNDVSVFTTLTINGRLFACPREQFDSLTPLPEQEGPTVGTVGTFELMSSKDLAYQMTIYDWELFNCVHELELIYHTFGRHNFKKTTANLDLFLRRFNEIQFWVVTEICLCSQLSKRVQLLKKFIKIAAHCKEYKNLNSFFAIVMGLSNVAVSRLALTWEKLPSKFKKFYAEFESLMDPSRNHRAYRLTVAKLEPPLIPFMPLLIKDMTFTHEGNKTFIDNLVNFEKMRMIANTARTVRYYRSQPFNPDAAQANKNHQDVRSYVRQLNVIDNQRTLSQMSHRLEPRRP
Nrf2 inh: Nrf2 qHTS screen for inhibitors; A549 ARE-Fluc reporter, luciferase luminescence, 18-24 h; Potency, µM (top dose mostly 46 µM), inactives show top-dose activity change, negative = inhibition, usual class: inhibitors; 360,000 tested, 2.1% active; AID 504444, 2011; also: % is scaled to controls: 0 for no effect and ±100 for the full control effect; nearly all actives have a fitted effect of over 60% in size
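In this cell-based qHTS, ARE-driven firefly luciferase in A549 cells reports Nrf2 activity; the luminescent signal after BugLite lysis is the measured value, with a prior CellTiter-Fluor read for cell health.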
S2 tox: Viability Counterscreen for Primary qHTS for Inhibitors of ATXN expression; S2 cells (HEK-293 line with an ATXN2-luciferase reporter) viability, CellTiter-Fluor protease fluorescence, 24 h; Potency, µM (series often up to 56.7 µM), usual class: cytotoxic; 400,000 tested, 0.49% active; AID 651635, 2014; also: nearly all actives have a fitted effect of over 40% in size
Numbers without * were called inactive; i = inactive; ? = inconclusive; . = no result given; [ ] = dose if it differs, or a comment. Calls follow the shape of the dose curve; as a rule, active = well fitted curve in the direction sought with a large enough effect; inconclusive = small, poorly fitted or top-dose-only effect, or another doubt; inactive = no such curve, though single readings can be large; an effect the other way counts as inactive or inconclusive. Potency is read from the fitted curve at half-maximal effect. This is a subset, so the mix of outcomes need not match the whole.

1. CCOc1ccccc1C(=O)Oc1c(Sc2ccccc2)c(C)nn1C(C)(C)C
2. CCC(C)NC(=O)c1ccc(CSCc2ccc(Cl)cc2)o1 (configuration not stated)
3. Cc1cccc(S(=O)(=O)N(CC(=O)Nc2ccccc2C)Cc2ccco2)c1
4. Cc1c(CCC(=O)O)c(=O)oc2cc3occ(-c4ccccc4)c3cc12
5. Cc1ccc[n+](CC(=O)Nc2ccc([N+](=O)[O-])cc2Cl)c1
6. CC1CCCC(C)N1C(=O)CSc1nc2ncnc(N)c2[nH]1 (configuration not stated)
7. Cc1cccc(C)c1NC(=O)CSc1n[nH]c(=O)n1C1CC1
8. C[C@H](CO)N1C[C@H](C)[C@@H](CN(C)Cc2ccc(Oc3ccccc3)cc2)Oc2cc(Br)ccc2S1(=O)=O

Compound	1	2	3	4	5	6	7	8
Nrf2 ARE act	0.3%	1.5%	4.2%	-0.2%	-0.9%	0.2%	-0.3%	4.3%
MCF10A rerep	.	16%	1%	-10%	-1%	6.5µM*	0%	.
ATXN2 expr inh	-9%	?	2%	-22%	-8%	-5%	.	-2%
A549 viability	11%	7%	2%	3%	-3%	23%	-6%	.
HepG2 tox	-16%	-5%	0%	-13%	0%	9%	0%	-40%
TGFb SMAD3 inh	-25%	0%	18%	8%	-6%	2%	33%[activator]	13µM*
EPAC2 antagonist	.	-6%	-3%	?	5%	0%	12%	0%
Nrf2 inh	-2%[9.27 µM]	-9%	14%	?	-8%	3%	9%	.
S2 tox	i	i	i	i	?	i	?	?

Just Nrf2 inh and S2 tox (two entries from above):
entry | structure | Nrf2 inh | S2 tox
3 | Cc1cccc(S(=O)(=O)N(CC(=O)Nc2ccccc2C)Cc2ccco2)c1 | 14% | i
4 | Cc1c(CCC(=O)O)c(=O)oc2cc3occ(-c4ccccc4)c3cc12 | ? | i

3 of the entries above in order of the Nrf2 inh value, lowest first:
| nr | structure | Nrf2 inh |
| --- | --- | --- |
| 2 | CCC(C)NC(=O)c1ccc(CSCc2ccc(Cl)cc2)o1 (configuration not stated) | -9% |
| 5 | Cc1ccc[n+](CC(=O)Nc2ccc([N+](=O)[O-])cc2Cl)c1 | -8% |
| 6 | CC1CCCC(C)N1C(=O)CSc1nc2ncnc(N)c2[nH]1 (configuration not stated) | 3% |

The main list resumes with the 3 entries that preceded the break.
6. CC1CCCC(C)N1C(=O)CSc1nc2ncnc(N)c2[nH]1 (configuration not stated)
7. Cc1cccc(C)c1NC(=O)CSc1n[nH]c(=O)n1C1CC1
8. C[C@H](CO)N1C[C@H](C)[C@@H](CN(C)Cc2ccc(Oc3ccccc3)cc2)Oc2cc(Br)ccc2S1(=O)=O
9. Nc1nc(N)c2sc3nc(C(F)(F)F)cc(C(F)(F)F)c3c2n1
10. CC(C)(C)NC(=O)CN(C(=O)c1snc(C(=O)NC2CCCCC2)c1N)c1ccc(F)cc1
11. CCOCCCN(C(=O)Cn1nnc(-c2ccc(C)o2)n1)C(C(=O)NCC1CCCO1)c1ccc(F)cc1 (configuration not stated)
12. CCN1CCN(Cc2cc(=O)oc3ccc(C)cc23)CC1
13. CCOC(=O)C1(CC2CCCCO2)CCN(S(=O)(=O)c2cc(C)cs2)CC1 (configuration not stated)
14. Nc1nc(-c2ccco2)nn1C(=O)c1ccc(Cl)cc1
15. O=C(CCCCl)Nc1nc(-c2ccc3c(c2)OCCO3)cs1
16. Cc1cc(C)cc(CC(Cc2nc3ccccc3[nH]2)c2nc3ccccc3[nH]2)c1 (configuration not stated)

Compound	6	7	8	9	10	11	12	13	14	15	16
Nrf2 ARE act	0.2%	-0.3%	4.3%	0.1%	-0.4%	-0.8%	0.4%	0.1%	-1.4%	-0.1%	5.4%
MCF10A rerep	6.5µM*	0%	.	?	?	6%	9%	0%	-4%	12%	?
ATXN2 expr inh	-5%	.	-2%	-6%	-17%	18%	-10%	-15%	5%	11%	?
A549 viability	23%	-6%	.	-17%	15%	1%	7%	?	-7%	-6%	?
HepG2 tox	9%	0%	-40%	-21%	-38%	-1%	5%	-8%	7%	-3%	-51%
TGFb SMAD3 inh	2%	33%[activator]	13µM*	-8%	-6%	-15%	2%	2%	?	6%	?
EPAC2 antagonist	0%	12%	0%	-20%	-12%	4%	-8%	-5%	-14%[57.1 µM]	6%	-2%
Nrf2 inh	3%	9%	.	?	-21%	5%	-1%	-11%	7.3µM*	?	?
S2 tox	i	?	?	i	i	i	i	?	i	i	?

Down the list, from the results shown:
Entries 13 to 16 in HepG2 tox, in turn: -8%, 7%, -3%, -51%
Entries 13 to 16 in A549 viability, in turn: ?, -7%, -6%, ?
Entries 13 to 16 in Nrf2 inh, in turn: -11%, 7.3µM*, ?, ?

Further structures.
Letters: A = Nrf2 ARE act; B = MCF10A rerep; C = ATXN2 expr inh; D = A549 viability; E = HepG2 tox; F = TGFb SMAD3 inh; G = EPAC2 antagonist; H = Nrf2 inh; I = S2 tox
#17 O=C(C(=O)N1CCCC1CO)N1CCCC1CO (configuration not stated)
  A = 0.0%	B = ?	C = -21%	D = 0%	E = -4%	F = -7%	G = 4%	H = 6%	I = i
#18 COc1ccc(NC(=O)CC2C(=O)N(c3ccc(F)cc3)C(=S)N2NC(=O)c2ccccc2)cc1 (configuration not stated)
  A = 0.1%	B = -3%	C = -23%	D = -12%	E = 7%	F = -8%	G = -2%	H = 8%	I = ?
#19 CCOC(=O)c1c(C)[nH]c(C(=O)OCC(=O)Nc2sccc2C(N)=O)c1C
  A = -0.5%	B = 21µM*	C = ?	D = ?	E = -39%	F = -13%	G = 6%	H = 8.2µM*	I = 13µM*
#20 COc1ccc2[nH]c(=S)cc(C)c2c1
  A = 3.0%	B = -1%	C = .	D = -9%	E = -9%	F = -6%	G = 8%	H = 0%	I = .
#21 COc1ccc(/C=C\c2onc(C)c2S(=O)(=O)N2CCC(C(=O)Nc3ccc(Cl)cc3)CC2)cc1
  A = -1.1%	B = .	C = .	D = -3%	E = -22%	F = -17%	G = .	H = -1%	I = .
#22 COc1cccc(C(=O)Nc2ccccc2N2CCCC2)c1
  A = 0.2%	B = 2%	C = -6%	D = 20%	E = 2%	F = ?	G = 0%	H = 15%	I = i
#23 Cc1ccccc1NC(=O)CSc1nnc(-c2cccc(Cl)c2)o1
  A = 3.6%	B = .	C = 15%	D = -5%	E = -13%	F = ?	G = .	H = 11%	I = i
#24 Cc1cc(N)ccc1S(C)(=O)=O
  A = -0.9%	B = -3%	C = 15%	D = -9%	E = -2%	F = 1%	G = 10%	H = -3%	I = i
